Assay outcomes as filed in PubChem BioAssay.
GLS inhibitor – qHTS for Inhibitors of Glutaminase (GLS) | Glutaminase kidney isoform, mitochondrial (Homo sapiens), O94925 | GLS enzymatic activity, qHTS titration | Potency, µM (top dose mostly 45.5 µM), inactives show at the highest dose activity change, negative = inhibition, actives largely listed as inhibitors | 0.21% of 410,000 active | AID 624170, 2012; also: potency is read from the fitted curve at half-maximal effect; % is scaled to controls: 0 for no effect and ±100 for the full control effect
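Assay buffer: 45 mM KH2PO4 pH 8.2, 0.02% Tween-20. hKGA acts on L-glutamine (1 mM solution added); product glutamate is reported by an oxidase/peroxidase Amplex Red coupling, with fluorescence taken at baseline and 30 min.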
HP1b chromo inh – HTS for Inhibitors of HP1-beta Chromodomain Interactions with Methylated Histone Tails. Chromobox protein homolog 1 (Homo sapiens), P83916. AlphaScreen HP1-beta / biotin-H3K9me3 peptide binding. Potency, µM (highest dose often 114 µM), without a hit: top-dose activity change, negative = inhibition, most hits filed as inhibitors. 0.56% of 390,000 active. AID 540317, 2011; also: potency is read from the fitted curve at half-maximal effect; nearly all actives have a fitted effect of over 70% in size; inactives centre near 23
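AlphaScreen: HP1-beta (50 nM) preformed 30 min with biotin-H3(1-18)K9me3 peptide (50 nM) in PBS pH 7.4, 0.01% Tween-20. Compound added for 30 min at RT, then streptavidin donor/nickel chelate acceptor beads (10 ug/mL) for 30 min.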
USP1 inh – Inhibitors of USP1/UAF1: Primary Screen. Ubiquitin carboxyl-terminal hydrolase 1 (Homo sapiens), O94782. recombinant USP1/UAF1, Ub-Rhodamine cleavage fluorescence. Potency, µM (titrated, usually from 57.1 µM), inactives show at the highest dose activity change, negative = inhibition, usual class: inhibitors. 0.23% of 390,000 active; also: potency is read from the fitted curve at half-maximal effect; % is scaled to controls: 0 for no effect and ±100 for the full control effect; nearly all actives have a fitted effect of over 60% in size; inactives centre near -12
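In this screen, compounds sit with the deubiquitinase complex (1nM) for 15 min at room temperature before Ub-Rho is added at 150nM final. Fluorescence rise is then followed for 6 reads every 60 seconds.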
Tb PGK inh – qHTS Assay to Find Inhibitors of Phosphoglycerate Kinase. Potency, µM (highest dose often 57.5 µM), for inactives: at the highest dose activity change, negative = inhibition, hits mostly inhibitors. AID 602233, 2012. Phosphoglycerate kinase, glycosomal (Trypanosoma brucei brucei), P07378. PGK/GAPDH coupled, Kinase-Glo luminescence, 60 min. 0.043% of 380,000 active; also: potency is read from the fitted curve at half-maximal effect; % is scaled to controls: 0 for no effect and ±100 for the full control effect; nearly all actives have a fitted effect of over 60% in size
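Luminescent ATP detection (Kinase-Glo Plus) follows a 60-minute room-temperature incubation, with wells lacking PGK as controls. Buffer: 100 mM TEA (pH 7.6), 5 mM MgCl2, 0.01% Tween-20. Coupling enzyme GAPDH (100 nM final) supplies unstable 1,3-BPG in-well.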
rTrxR1 inhibitor – qHTS Assay for Inhibitors of Mammalian Selenoprotein Thioredoxin Reductase 1 (TrxR1): qHTS; Thioredoxin reductase 1, cytoplasmic (Rattus norvegicus), O89049; recombinant rTrxR1, NADPH fluorescence consumption, selenite substrate; Potency, µM (titrated, usually from 114 µM), for the others: top-dose activity change, negative = inhibition, usual class: inhibitors; 1% of 390,000 active; also: potency is read from the fitted curve at half-maximal effect; % is scaled to controls: 0 for no effect and ±100 for the full control effect; nearly all actives have a fitted effect of over 65% in size
Target sequence (O89049 whole entry, looked up): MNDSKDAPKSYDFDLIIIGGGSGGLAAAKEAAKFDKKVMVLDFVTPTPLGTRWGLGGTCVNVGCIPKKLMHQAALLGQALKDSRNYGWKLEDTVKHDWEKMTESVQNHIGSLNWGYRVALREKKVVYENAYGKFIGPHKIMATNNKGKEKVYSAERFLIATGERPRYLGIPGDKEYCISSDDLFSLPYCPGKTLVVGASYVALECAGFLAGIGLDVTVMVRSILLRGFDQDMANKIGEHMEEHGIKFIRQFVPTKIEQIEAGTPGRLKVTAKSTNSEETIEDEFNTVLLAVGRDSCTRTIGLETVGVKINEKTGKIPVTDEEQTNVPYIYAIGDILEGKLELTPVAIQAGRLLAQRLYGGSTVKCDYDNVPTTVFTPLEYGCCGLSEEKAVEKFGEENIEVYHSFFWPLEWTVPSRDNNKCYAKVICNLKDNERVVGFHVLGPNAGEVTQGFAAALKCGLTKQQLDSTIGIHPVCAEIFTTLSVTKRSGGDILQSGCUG
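Rat TrxR1 (90 nM in the dispensed reagent) was pre-reduced with 400 uM NADPH for 5 min at room temperature, then incubated with compound for 15 min. After 400 uM selenite was added, NADPH fluorescence (Ex 340/Em 450 nm) was followed for 8 min.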
PI4K2A block – qHTS for small molecular inhibitors of PI4K2A | Phosphatidylinositol 4-kinase type 2-alpha (Homo sapiens), Q9BTU6 | purified PI4K2A, ADP-Glo luminescence, 1 h; active compounds read low | activity change, negative = inhibition, % at 76.9 µM | 0.13% of 420,000 active; in the data active = activity change below about -50%; inconclusive = mostly about -30% to -49%;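 also: -100% = wells without enzyme as full effect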
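ADP-Glo luminescence measured ADP generated by PI4K2A enzyme (4 ug/mL before mixing) with 1.2 mM PI substrate (pre-mix) and 300 microM ATP (pre-mix). Tris pH7.5 buffer with MgCl2, Triton X-100; 1 h reaction at ambient temperature.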
mIDH1 inhibitor – qHTS for Inhibitors of mutant isocitrate dehydrogenase 1 (IDH1): qHTS | Isocitrate dehydrogenase [NADP] cytoplasmic (Homo sapiens), O75874 | IDH1-R132H enzyme, NADPH consumption, diaphorase/resazurin fluorescence | Potency, µM (highest dose often 76.6 µM), inactives show at the top dose activity change, negative = inhibition, hits mostly inhibitors | 0.093% of 390,000 active; also: potency is read from the fitted curve at half-maximal effect; % is scaled to controls: 0 for no effect and ±100 for the full control effect; nearly all actives have a fitted effect of over 65% in size
Target sequence (O75874 whole entry R132H, stated change not applied): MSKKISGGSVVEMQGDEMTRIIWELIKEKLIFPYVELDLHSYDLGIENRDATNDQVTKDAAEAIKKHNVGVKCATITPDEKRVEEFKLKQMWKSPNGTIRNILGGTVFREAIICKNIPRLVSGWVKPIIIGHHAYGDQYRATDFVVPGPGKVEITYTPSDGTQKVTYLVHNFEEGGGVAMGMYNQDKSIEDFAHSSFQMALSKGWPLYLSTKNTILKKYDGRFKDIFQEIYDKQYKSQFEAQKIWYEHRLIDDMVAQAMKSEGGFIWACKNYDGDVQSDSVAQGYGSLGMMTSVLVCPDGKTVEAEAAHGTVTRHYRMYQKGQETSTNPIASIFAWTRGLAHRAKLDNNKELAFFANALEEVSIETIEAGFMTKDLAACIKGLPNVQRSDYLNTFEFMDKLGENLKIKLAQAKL
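IDH1-R132H (0.5 ug/mL dispensed) in pH 7.5 Tris buffer was preincubated 30 min with compound, then given a substrate mix of 0.016 mM NADPH and 2 mM alpha-KG for 80 min at room temperature; remaining NADPH was read by diaphorase/resazurin fluorescence.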
TrxR1 substrate – qHTS Assay for Substrates of Mammalian Selenoprotein Thioredoxin Reductase 1 (TrxR1): qHTS; purified TrxR1 substrate turnover, NADPH consumption readout; Potency, µM (titrated, usually from 114 µM), for the others: top-dose activity change, negative = substrate turnover; 0.01% of 390,000 active; AID 588456, 2011; also: potency is read from the fitted curve at half-maximal effect; % is scaled to controls: 0 for no effect and ±100 for the full control effect; nearly all actives have a fitted effect of over 50% in size
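Rat TrxR1, dispensed at 90 nM, was prereduced with 400 uM NADPH (final) for 5 min at ~22 deg C, then incubated with compound 15 min before 400 uM selenite. A first-read NADPH fluorescence drop versus no-compound background flagged substrates.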
Pin1 inhibitor – qHTS Assay to Find Inhibitors of Pin1; Peptidyl-prolyl cis-trans isomerase NIMA-interacting 1 (Homo sapiens), Q13526; Pin1 FP peptide displacement, HiFluor488, 10 min; Potency, µM (top dose mostly 115 µM), for the others: top-dose activity, negative = inhibition, usual class: inhibitors; 0.009% of 390,000 active; AID 504891, 2011; active = well fitted inhibition curve with a large enough effect in the polarisation, with a control signal flat, not every such curve was filed as active; inconclusive = small, poorly fitted or top-dose-only effect, or effect the other way, or a change in a side signal; inactive = no such curve, though single readings can be large or run the other way; the % refers to the polarisation; also: potency is read from the fitted curve at half-maximal effect; % is scaled to controls: 0 for no effect and ±100 for the full control effect
Target sequence (Q13526 whole entry, looked up): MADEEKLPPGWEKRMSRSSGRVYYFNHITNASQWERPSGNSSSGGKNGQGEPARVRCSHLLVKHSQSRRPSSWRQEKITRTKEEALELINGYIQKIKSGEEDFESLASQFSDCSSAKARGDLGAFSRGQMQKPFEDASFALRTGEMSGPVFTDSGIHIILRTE
* marks the source's active call; other numbers are inactive results; i = inactive; u = inconclusive; x = no result given; & = joins results of further samples; [ ] = remark or other dose. Unless noted, calls follow the shape of the dose curve; as a rule, active = well fitted curve in the direction sought with a large enough effect; inconclusive = small, poorly fitted or top-dose-only effect, or another doubt; inactive = no such curve, though single readings can be large; an effect the other way counts as inactive or inconclusive.

SMILES	GLS inhibitor	HP1b chromo inh	USP1 inh	Tb PGK inh	rTrxR1 inhibitor	PI4K2A block	mIDH1 inhibitor	TrxR1 substrate	Pin1 inhibitor
CN1CCCC(OC(=O)c2cccc(S(=O)(=O)N3CCCCCC3)c2)C1 (centres undefined)	12%	19%	-9%	4%	13%	-1	8%	2%	6%
Cc1ccc2oc(=O)c3cnn(CC(=O)N4CCN(c5cccc(C(F)(F)F)c5)CC4)c3c2c1	-2%	42%[activator]	u	4%	3%	-5&-10	-12%	-5%	0%
O=C(c1cc([N+](=O)[O-])ccc1Cl)N1CCN(Cc2ccc3c(c2)OCO3)CC1	1%	8%	-26%	i	5%[57.1 µM]	4	10%	0%[57.1 µM]	1%
O=C(Nc1cccc(Cl)c1)c1cnc[nH]1	-3%&8%	51%&51%[activator]	-21%&-14%	-12%&4%	7%&3%	-4&-1	0%&-1%	4%&-3%	-1%&10%
COc1ccc(OCC(=O)N2CCN(C(=O)c3ccc(OC)c(OC)c3)CC2)cc1	-11%	25%	-15%	6%	6%	1	7%	-2%	-7%
NC(=O)NC(c1ccc(Cl)cc1)c1ccccc1Cl (centres undefined)	-12%	21%	-18%	0%	19%	-2	0%	2%	-6%
O=C(CSc1ccc(-c2ccco2)nn1)NC1CCCCC1	18%	0%	4%	-14%	-51%	0	-8%	-1%[57.1 µM]	0%
O=C(Nc1ccc(Cl)cn1)c1ccc(COc2ccccc2Br)o1	-6%	75%[activator]	-21%	-7%	-19%	-2	9%	-1%	14%
Cc1cccc(C)c1NC(=O)NCc1ccco1	2%	33%	-21%	-1%	12%[57.1 µM]	-1	3%	7%[57.1 µM]	6%
CN(CCO)c1ccc(-c2n[nH]c(=O)c3ccccc23)cc1[N+](=O)[O-]	2%	-23%	-1%	-3%	-2%[57.1 µM]	-1	2%	-2%[57.1 µM]	8%
COc1ccc(C(=O)Nc2nncs2)cc1S(=O)(=O)N1CCOCC1	6%	3%	-10%	9%	1%	1	-3%	-2%	0%
O=C(CCCn1c(=S)[nH]c2cc3c(cc2c1=O)OCO3)N1CCN(c2ccccc2)CC1	1%	45%[activator]	-9%	-5%	-18%	4	9%	-6%	7%
CCC(C)NC(=O)CSc1nc2ccccc2c(=O)n1-c1c(C)n(C)n(-c2ccccc2)c1=O (centres undefined)	-4%	24%	-17%	-2%	4%[57.1 µM]	3	0%	-9%	-9%
O=C(NCCCNC(=O)c1ccc(-c2cccc(Cl)c2)o1)c1cnccn1	-3%	25%	-12%	-2%	u	-4	10%	-12%[57.1 µM]	-4%
Cc1c(C(=O)Oc2ccc(-c3cnc4ccccc4n3)cc2)cccc1[N+](=O)[O-]	2%	17%	-12%	-7%	5%	6	u	-4%	5%
CCC(CC)NC(=O)c1nn(Cc2ccccc2)c(=O)c2ccccc12	-2%	21%	-8%	3%	0%	-6	-11%	1%	-10%
Cc1nc2nc(SCC(=O)Nc3cccc(Cl)c3)nn2c(C)c1Cc1ccccc1	-3%	22%	-3%	0%	26%[57.1 µM]	-4	-10%	9%[57.1 µM]	17%
CCN(CC)CCNc1ncnc2c1cnn2-c1cc(Cl)ccc1C	14%	26%	-22%	-1%	-10%[57.1 µM]	0	-3%	-8%[57.1 µM]	-7%
CCN1CCN(CC(O)COCCOc2ccc(Br)cc2)CC1 (centres undefined)	6%	45%[activator]	-12%	-1%	18%	1	2%	4%	1%
O=C(Nc1ccc(Br)c(Br)c1)C1CCCO1 (centres undefined)	-3%	-2%	1%	-6%	33%[57.1 µM]	-2	13%	12%[57.1 µM]	0%
Cc1ccccc1C(=O)Nc1cccc(NC(=O)c2ccc(C(C)(C)C)cc2)c1	-6%	20%	-24%	i	17%	-5	-12%	-1%	u
COc1ccccc1N1CCN(C(=O)C2CCN(S(=O)(=O)c3cnc[nH]3)CC2)CC1	14%	47%[activator]	u	i	12%	-2	20%	1%	0%
CCN1CCN(C(=O)C2CCN(C(=O)c3cc4sccc4n3CC)CC2)CC1	-1%	31%	-19%	i	-6%[57.1 µM]	7	6%	2%[57.1 µM]	-8%
CC(C)(C)c1nc(S(=O)(=O)c2ccc(Cl)cc2)c(N2CCOCC2)o1	0%	u	2%	i	u	-4	4%	2%[57.1 µM]	-5%
O=C(CC1C(=O)NCCN1C(=S)Nc1ccccc1)Nc1ccc(F)cc1 (centres undefined)	1%	35%	-17%	-10%	-14%	5	1%	-9%	4%
CC(C)(C)c1ccc(C(=O)Nc2cccc(S(=O)(=O)NC3=NCCC3)c2)cc1	-14%	19%	-19%	-1%	31%	0	4%	5%	0%
Cc1ccc(S(=O)(=O)N2CCC(C(=O)NCC3CCCO3)CC2)cc1 (centres undefined)	8%	19%	-4%	-1%	7%	1	3%	10%[57.1 µM]	-9%
COc1ccccc1NC(=O)C1CCCN(c2ncnc3c2nc2n3CCCCC2)C1 (centres undefined)	4%	37%	3%	1%	-3%	-27	-6%	-5%	0%
CCOc1ccc(NC(=O)C23CC4CC(C2)CC(c2ccccc2)(C4)C3)cc1	0%	49%[activator]	-24%	4%	6%	10	2%	0%	-2%
COc1ccc(OC)c(-c2nn(-c3ccccc3)cc2C(=O)N2CCc3ccccc3C2)c1	3%	9%	-24%	-10%	2%	0	-1%	1%	4%
Cn1c(O)c(N=NC(=O)c2ccco2)c2ccccc21	0%	3%	-18%	6%	6%[57.1 µM]	-5	-5%	0%[57.1 µM]	6%
OC(c1cc(-c2ccc(C(F)(F)F)cc2)nc(C(F)(F)F)c1)C1CCCCN1 (centres undefined)	4%	29%	-10%	i	18%[2.29 µM]	-7	4%	-13%[57.1 µM]	u
O=C(CN(CCc1ccccc1)Cc1ccccc1)Oc1ccccc1P(=O)(O)O	21%	65%[activator]	-11%	0%	12%	1	0%	-4%	-19%
O=C(/C=C/c1ccccc1[N+](=O)[O-])Nc1cccc(S(=O)(=O)NC2=NCCCCC2)c1	6%	9%	-10%	i	12%	1	-10%	-4%	-1%
CSc1ccc(C(=O)C2CCCN(C(=O)c3ccc(C)nc3)C2)cc1 (centres undefined)	-14%	34%	-6%	1%	21%	3	-8%	1%	3%
Cc1ccc(C)c(Cn2c(=O)n(-c3ccccc3)c(=O)c3c4c(sc32)CCCC4)c1	1%	41%[activator]	-7%	9%	9%	-11	-1%	-3%	0%
CC(C)NC(=O)c1ccc(Cn2c(=O)c3cccn3c3cccnc32)cc1	8%	28%	-1%	0%	7%	-1	5%	5%	3%
O=C(CN1CCN(C(c2ccccc2)c2ccccc2)CC1)Nc1ccc(N2CCOCC2)cc1	-3%	39%	-5%	-8%	22%	6	-10%	2%	0%
Cc1ccc(N=C/C(C(=O)C(F)(F)F)=C(\O)c2ccco2)cc1Cl	7%	29%	-19%	-10%	14%	-7	5%	7%	u
CCOc1ccc(S(=O)(=O)NCCCN2CCOCC2)c2ccccc12	2%	14%	-10%	-1%	3%[57.1 µM]	-2	7%	12%[57.1 µM]	4%
COc1ccc(S(=O)(=O)N(Cc2nc(-c3ccccc3)no2)C2CCCCC2)cc1	7%	52%[activator]	-23%	-2%	22%	-1	-3%	-3%	0%
CCn1ncc(CN2CCN(C(=O)Nc3ccccc3C(=O)OC)CC2)c1C	9%	15%	0%	0%	7%[57.1 µM]	-3	-2%	-3%[57.1 µM]	15%
CCc1nnc(NC(=O)C(=O)NCCOC(=O)c2ccccc2Cl)s1	28%	12%	-12%	4%	15%	0	-2%	8%	0%
COc1ccc(C(=O)NCCc2sc(-c3ccc(Cl)cc3)nc2C)c(OC)c1	1%	3%[57 µM]	-6%	0%	13%[57.1 µM]	0	14%	5%[57.1 µM]	5%
NC(=O)Cn1nc([N+](=O)[O-])nc1Oc1ccc(Br)cc1	-4%	20%	-9%	12%	5%[57.1 µM]	-2	7%	8%	-2%
Cc1ccc2c(n1)sc1c(=O)n(-c3cccc(C(F)(F)F)c3)nnc12	-5%	28%	-10%	x	2%	-6	x	-18%	57%[activator]
O=S(=O)(Nc1ncccn1)c1ccc(NC(=S)Nc2ccc(Cl)cc2)cc1	4%	19%	1%	-3%	-33%	1	5%	-8%	2%

The list is partial (hit frequency here may not be typical).
